Screens (PubChem)
USP1 inh – Inhibitors of USP1/UAF1: Primary Screen; Ubiquitin carboxyl-terminal hydrolase 1 (Homo sapiens), O94782; recombinant USP1/UAF1, Ub-Rhodamine cleavage fluorescence; Potency, µM (highest dose often 57.1 µM), without a hit: at the highest dose activity change, negative = inhibition, hits mostly inhibitors; 390,000 compounds, 0.23% hits; AID 743255, 2014; further: potency means the concentration at half of the fitted maximal effect; on the % scale 0 is the no-effect control and ±100 the full control effect; nearly all actives have a fitted effect of over 60% in size; inactives centre near -12
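USP1/UAF1 complex at 1 nM was preincubated with compound for 15 min at room temperature, then Ub-Rho substrate (150nM final) was added. Fluorescence (480/540 nm) was read kinetically, 6 reads every 60 seconds.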
PI4K2A inh – qHTS for small molecular inhibitors of PI4K2A | purified PI4K2A, ADP-Glo luminescence, 1 h; hits give low values | 420,000 compounds, 0.13% hits | AID 1346378, 2018 | activity change, negative = inhibition, % at 76.9 µM | Phosphatidylinositol 4-kinase type 2-alpha (Homo sapiens), Q9BTU6; in the data active means activity change below about -50%; inconclusive means mostly about -30% to -49%;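 further: -100% = wells without enzyme as full effect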
Target sequence (Q9BTU6 whole entry, looked up): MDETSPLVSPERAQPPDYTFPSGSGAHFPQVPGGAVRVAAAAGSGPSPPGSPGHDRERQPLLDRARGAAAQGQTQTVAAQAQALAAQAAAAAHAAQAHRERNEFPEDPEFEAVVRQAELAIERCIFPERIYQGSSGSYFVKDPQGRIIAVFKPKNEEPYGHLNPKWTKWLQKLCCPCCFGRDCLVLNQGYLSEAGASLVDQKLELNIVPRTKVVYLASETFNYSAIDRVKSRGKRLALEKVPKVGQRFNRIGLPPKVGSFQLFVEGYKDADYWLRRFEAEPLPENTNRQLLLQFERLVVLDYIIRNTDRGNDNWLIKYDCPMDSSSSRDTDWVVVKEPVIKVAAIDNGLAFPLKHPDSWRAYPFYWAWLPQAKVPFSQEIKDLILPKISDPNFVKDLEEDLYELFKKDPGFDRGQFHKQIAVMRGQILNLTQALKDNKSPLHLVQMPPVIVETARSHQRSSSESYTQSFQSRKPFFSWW
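Compounds are screened against recombinant PI4K2A using PI as substrate and ATP, the latter dispensed at 300 microM. Reactions run one hour at ambient temperature before ADP-Glo detection; full inhibition defined by wells lacking enzyme.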
RXFP1 ag – qHTS Assay for Agonists of the Relaxin Receptor RXFP1; Relaxin receptor 1 (Homo sapiens), Q9HBX9; HEK293T-RXFP1 cAMP TR-FRET, 30 min; response scale: percent of porcine relaxin response, buffer zero; Potency, µM (titrated, usually from 57.5 µM), inactives show at the highest dose activation, most hits filed as activators; 370,000 compounds, 0.3% hits; AID 2676, 2010; further: potency means the concentration at half of the fitted maximal effect; on the % scale 0 is the no-effect control and ±100 the full control effect; nearly all actives have a fitted effect of over 60% in size; many of its hits are not listed in these tables
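HEK293 cells stably expressing RXFP1, treated 30 min at 37C with compounds plus PDE4 inhibitor Ro 20174; cAMP measured by HTRF TR-FRET. Normalized to buffer and 29 nM porcine relaxin; EC50 by Hill fit.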
Vif-A3G inh – qHTS for Inhibitors of Vif-A3G Interactions: qHTS | DNA dC->dU-editing enzyme APOBEC-3G (Homo sapiens), Q9HC16 | HeLa A3G-eYFP + Vif (tagged APOBEC3G with the HIV-1 protein that degrades it), YFP fluorescence, overnight | Potency, µM (highest dose often 46.1 µM), inactives show at the top dose activity, negative = active, usual class: inhibitors | 410,000 compounds, 0.076% hits | AID 602310, 2012;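 further: potency means the concentration at half of the fitted maximal effect; on the % scale 0 is the no-effect control and ±100 the full control effect; nearly all actives have a fitted effect of over 60% in size; hits raise eYFP signal because A3G escapes Vif-driven loss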
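HeLa cells stably expressing Vif and C-terminally eYFP-tagged A3G, seeded overnight at 37 deg C, then exposed to compound by pintool overnight at 37 deg C. Rise in yellow fluorescence (Ex 488/Em 500-530, Acumen) marks blocked Vif-driven A3G degradation.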
TrxR1 substrate – qHTS Assay for Substrates of Mammalian Selenoprotein Thioredoxin Reductase 1 (TrxR1): qHTS; Thioredoxin reductase 1, cytoplasmic (Rattus norvegicus), O89049; purified TrxR1 substrate turnover, NADPH consumption readout; Potency, µM (titrated, usually from 114 µM), for the others: top-dose activity change, negative = substrate turnover; 390,000 compounds, 0.01% hits; AID 588456, 2011; further: potency means the concentration at half of the fitted maximal effect; on the % scale 0 is the no-effect control and ±100 the full control effect; nearly all actives have a fitted effect of over 50% in size
Target sequence (O89049 whole entry, looked up): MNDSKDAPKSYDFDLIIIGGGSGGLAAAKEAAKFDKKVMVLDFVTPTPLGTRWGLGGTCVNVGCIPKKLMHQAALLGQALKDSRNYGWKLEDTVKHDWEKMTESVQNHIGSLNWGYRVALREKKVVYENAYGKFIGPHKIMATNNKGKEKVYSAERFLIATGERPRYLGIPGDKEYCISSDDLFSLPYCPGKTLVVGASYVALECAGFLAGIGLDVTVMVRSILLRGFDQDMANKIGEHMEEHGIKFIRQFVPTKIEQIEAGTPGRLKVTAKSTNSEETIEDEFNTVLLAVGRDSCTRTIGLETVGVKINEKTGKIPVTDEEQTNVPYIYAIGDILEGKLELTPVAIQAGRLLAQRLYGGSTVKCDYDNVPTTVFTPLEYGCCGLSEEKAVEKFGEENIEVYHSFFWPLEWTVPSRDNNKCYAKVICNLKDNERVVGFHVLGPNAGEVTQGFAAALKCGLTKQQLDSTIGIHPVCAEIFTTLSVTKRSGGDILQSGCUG
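Rat TrxR1, dispensed at 90 nM, was prereduced with 400 uM NADPH (final) for 5 min at ~22 deg C, then incubated with compound 15 min before 400 uM selenite. A first-read NADPH fluorescence drop versus no-compound background flagged substrates.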
Vif-APOBEC3F blk – qHTS for Inhibitors of Vif-A3F Interactions: qHTS; HeLa A3F-eYFP + Vif (tagged APOBEC3F with the HIV-1 protein that degrades it), YFP fluorescence increase; AID 602313, 2012; 390,000 compounds, 0.2% hits; Potency, µM (series often up to 46.1 µM), inactives show top-dose activity, negative = active; further: potency means the concentration at half of the fitted maximal effect; % of control where 0% means no effect; nearly all actives have a fitted effect of over 65% in size
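Fluorescence increase (Ex 488/Em 500-530) after overnight compound treatment at 37 deg C flags inhibition of Vif-driven A3F-eYFP loss in stable HeLa A3F-eYFP/Vif cells seeded overnight beforehand.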
IDH1 R132H inh – qHTS for Inhibitors of mutant isocitrate dehydrogenase 1 (IDH1): qHTS; Potency, µM (highest dose often 76.6 µM), inactives show at the top dose activity change, negative = inhibition, hits mostly inhibitors; Isocitrate dehydrogenase [NADP] cytoplasmic (Homo sapiens), O75874; 390,000 compounds, 0.093% hits; IDH1-R132H enzyme, NADPH consumption, diaphorase/resazurin fluorescence; further: potency means the concentration at half of the fitted maximal effect; on the % scale 0 is the no-effect control and ±100 the full control effect; nearly all actives have a fitted effect of over 65% in size
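IDH1-R132H (0.5 ug/mL) preincubated 30 min with compound, then NADPH (0.016 mM) and alpha-KG (2 mM) added; 80 min at RT, pH 7.5. Remaining NADPH coupled via diaphorase/resazurin to fluorescence (540/590 nm); concentration-response curves normalized to no-enzyme control.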
Glioma ERSR ind – qHTS for Inducers of the Endoplasmic Reticulum Stress Response (ERSR) in Human Glioma: qHTS | U87-MG GRP78 promoter luciferase reporter, 16 h | Potency, µM, for inactives: top-dose activation, actives largely listed as activators | 420,000 compounds, 0.02% hits; further: potency means the concentration at half of the fitted maximal effect; series mostly up to about 76 µM; % of control where 0% means no effect; nearly all actives have a fitted effect of over 35% in size
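Stably transfected U87-MG glioma cells carrying a GRP78-based luciferase sensor; 16 h compound incubation. Luminescence end-point read 10 min after Bright-Glo addition at room temperature.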
LDHA block – qHTS assay for inhibitors of human lactate dehydrogenase; L-lactate dehydrogenase A chain (Homo sapiens), P00338; purified LDHA, NADH/diaphorase-resazurin fluorescence; hits give low values; activity change, % (values are at about 110 or 230 µM); 480,000 compounds, 0.15% hits; AID 1347041, 2019; in the data active means activity change below about -30%; inconclusive means mostly about -25% to -30%;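 further: plate controls were DMSO wells for no effect and wells without enzyme for full effect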
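LDH5 2 nM; NADH 0.06 mM, pyruvate 0.2 mM; 200 mM Tris pH 7.4, EDTA, Tween-20; 5 min RT. Detection: diaphorase 0.133 mg/mL + resazurin 37 µM, fluorescence ex540/em590 at 0 and 20 min; normalized to enzyme-free and DMSO wells.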
Active calls of the source: *; ? = inconclusive; nt = not tested or not shown; & = joins results of further samples; [ ] = dose if it differs, or a comment. Unless noted, the call rests on the fitted dose curve; in most records, active means well fitted curve in the direction sought with a large enough effect; inconclusive means small, poorly fitted or top-dose-only effect, or another doubt; inactive means no such curve, though single readings can be large; an effect the other way counts as inactive or inconclusive. An excerpt; the hit share may differ from the screen's.

Compound | USP1 inh | PI4K2A inh | RXFP1 ag | Vif-A3G inh | TrxR1 substrate | Vif-APOBEC3F blk | IDH1 R132H inh | Glioma ERSR ind | LDHA block
CC(NC(=O)Nc1cccc([N+](=O)[O-])c1)(C(F)(F)F)C(F)(F)F | -9% | -1 | 3.7% | 0% | -13%[57.1 µM] | -9% | -2% | -11% | 2
CC(=O)c1ccc(S(=O)(=O)NC2CC(=O)N(c3ccc(C)c(C)c3)C2)cc1 (configuration not stated) | -3% | 1 | 1.0% | 1% | 5%[57.1 µM] | 7% | -1% | -1% | 4
CC(C)Sc1ncc(Cl)c(C(=O)N(Cc2ccc(N(C)C)cc2)C2CCS(=O)(=O)C2)n1 (configuration not stated) | -24% | -10 | -3.7% | -1% | 2% | -4% | 2% | -1% | 2
CCCNC(=O)c1ccccc1NC(=O)Nc1ccccc1C | 0% | -2 | 1.9% | 0% | 10%[57.1 µM] | 8% | 1% | 0% | -1
Cc1cc([N+](=O)[O-])cc2c1NCC1CC=CC21 (configuration not stated) | -22% | 3 | -0.1% | -1% | -5% | 0% | 13% | -4% | 0
COc1ccccc1CNC(=O)C1(C)Oc2cccnc2NC1=O (configuration not stated) | -6% | -1 | 1.2% | 0% | -12% | 0% | -4% | 3% | -13
CC[C@H](C)C(=O)O[C@H]1C[C@@H](C)C=C2C=C[C@H](C)[C@H](CC[C@@H]3C[C@@H](O)CC(=O)O3)[C@H]21 | -16%&-25% | 1&-1&0 | 2.1%&0.8% | -25%&-26% | 3%&2% | -8%&-1% | ? | 0%&0%&-4%&-4% | 27&1
CCCn1ncc(CN2CCC(Cc3cccc(F)c3)(C(=O)OCC)CC2)c1C | 1% | 4 | -3.0% | 1% | 6%[57.1 µM] | 12% | 7% | -3% | -14
O=C(NCC(c1ccco1)N1CCCCC1)c1ccc(NS(=O)(=O)c2ccc(F)cc2)cc1 (configuration not stated) | -3% | -6 | -1.0% | 0% | -11% | -3% | 2% | -8% | -2
CCCn1nnnc1SCC(=O)Nc1cccc(NC(=O)c2ccco2)c1 | -7% | -2 | 1.8% | 0% | 10%[57.1 µM] | -12% | 17% | -3% | -9
COc1cc2c(cc1NC(=O)C(F)(F)F)-c1ccc(NC(=O)C(F)(F)F)cc1C2 | -15% | 3 | nt | 3% | 7%[11.4 µM] | 8% | 1% | -3% | -1
O=C(CSc1nnc(Nc2ccccc2F)s1)NCC1CCCO1 (configuration not stated) | -18% | 3 | nt | 2% | 9%[57.1 µM] | 2% | -9% | 2% | -19
CC(=O)N(CCCN(C)C)c1nc2ccc(C)cc2s1 | -2% | 2 | 0.8% | -5% | -10% | -19% | -6% | -11% | -5
NC(=O)c1nsc(C(=O)N(c2ccccc2)C(C(=O)NCC2CCCO2)c2cccs2)c1N (configuration not stated) | -18% | -2 | 2.8% | 5% | 14% | -5% | 10% | 0% | -1
Cc1cc(Cl)ccc1NC(=O)CN(C)C1=NS(=O)(=O)c2ccccc21 | -4% | 7 | -2.8% | -10% | 0% | 2% | 5% | -1% | -3
CSc1nc(/C=C2\C=Nc3ccccc32)c(O)n1C | -14% | -12 | 0.8% | -18% | -2% | -6% | 14% | 6% | 4
O=C(COC(=O)/C=C/c1ccc([N+](=O)[O-])cc1)NCc1ccccc1 | -4% | 1 | 0.1% | -1% | 3% | 4% | 4% | -4% | -12
Cc1cc(-c2onc(C)c2C(=O)Oc2ccc(Cl)cc2)no1 | -22% | 10 | -1.6% | 0% | 5% | -3% | 3% | -5% | -2
CN(Cc1ccon1)C(=O)C1CCN(C2CCN(CCCc3ccccc3)CC2)CC1 | -12% | 3 | 3.5% | 1% | 4% | -9% | 8% | 6% | 0
Cc1ccc(S(=O)(=O)N2[C@@H](c3ccc(Cl)cc3)C(C(=O)O)=CC[C@H]2c2ccc(Cl)cc2)cc1 | -18% | -3 | -0.7% | -14% | 3% | 0% | -2% | -2% | -4
O=C(CCn1c(=O)sc2ccccc21)NCc1ccc2c(c1)OCO2 | 0% | -3 | -0.1% | 1% | -4% | -1% | 14% | -1% | 2
Nc1nn(-c2ccccc2)nc1C(=O)OCc1ccc(Cl)cc1 | -16% | -1 | -0.6% | nt | 109%[activator] | nt | nt | nt | -12
O=C1C[C@@H](c2ccc(O)cc2)Oc2cc(O)cc(O)c21 | -6% | -1 | 0.2% | -4% | 4% | -8% | -5% | 6%&1% | 3
COc1ccc2c(c1)-c1nc(NC(=O)c3cc(Cl)ccc3OC)sc1CC2 | ? | 1 | 4.8% | -2% | 33%[activator] | 0% | -2% | -4% | -5
CC(SCc1ccccc1)C(=O)NCc1ccccn1 (configuration not stated) | 2% | -1 | -0.1% | -3% | 2% | -1% | 5% | -6% | -6
CCCNC(=O)c1cc2n(n1)CCCN(Cc1ccc(C)cc1)C2=O | -8% | -1 | 2.7% | 0% | 17%[57.1 µM] | 2% | 15% | -2% | 1
COCCCN1Cc2cccc(C(=O)O)c2C1=O | -23% | -2 | -1.0% | 1% | 15%[57.1 µM] | 5% | 21% | -3% | -8
CC(C)C(=O)Nc1cc(S(=O)(=O)Nc2cccc(Cl)c2)ccc1Cl | -13% | -2 | 0.6% | -8% | 0% | -5% | -4% | 1% | 5
O=C(NC(Cc1ccc(O)cc1)C(=O)O)/C(=C/c1ccccc1)NC(=O)c1ccccc1 (configuration not stated) | -17% | -4 | -1.4% | 1% | 3% | 0% | 6% | -2% | 3
O=C(Nc1cc(=O)c2ccccc2o1)N1CCCCC1 | -19% | 1 | 2.3% | 1% | -8% | 3% | 1% | -1% | -13
O=C(c1cc(F)c(F)c(F)c1F)N1CCN(C(=O)C2CCCO2)CC1 (configuration not stated) | -19% | 5 | nt | 0% | 5% | -13% | 8% | 0% | 2
C/C(=N\NC(=O)c1c[nH]c2ccccc12)c1ccc(C)o1 | -14% | -1 | 2.4% | -1% | -3% | -21% | 14% | 9% | -6
Cc1ccccc1N/C(=C(/C(Cl)=C(Cl)Cl)[N+](=O)[O-])n1nnc2ccccc21 | -17% | 6 | 0.9% | 1% | 4%[57.1 µM] | 1% | 0% | 4% | 18
O=C(CN1C(=O)c2ccccc2C1=O)NC1CCCCCC1 | -20% | 1 | 7.6% | 0% | 0% | -2% | 2% | 2% | -5
COc1ccccc1NC(=O)C(C/C=C(/C)Cl)C(C)=O (configuration not stated) | -5% | 8 | 2.3% | 0% | -8% | 7% | 4% | -3% | -2
CCc1ccccc1NC(c1nnc(-c2cccc(F)c2)o1)c1ccc(F)cc1Cl (configuration not stated) | -23% | -2 | 12% | -1% | 4% | 4% | -4% | -1% | 0
O=S1(=O)CCOCCCN1Cc1cccc(C(F)(F)F)c1 | -16% | 7 | -0.1% | -1%&2% | 1%&4% | -5% | 1% | -1%&-3% | -2
O=C(c1cc2ccc3cccnc3c2[nH]1)N1CCN(c2ccccc2)CC1 | 3% | 2 | -6.2% | 1% | -3% | 0% | 2% | -2% | 6
O=C(CN1C(=O)/C(=C/c2ccccc2)SC1=S)Nc1cccnc1 | -14% | 1 | 1.0% | 0% | -1% | 1% | 4% | 0% | -2
COc1ccc(NC(=O)CSc2nc3ccccc3n2CC(=O)N(C)c2ccc(F)cc2)cc1 | -8% | -3 | -1.1% | 2% | -2%[57.1 µM] | 1% | -16% | 0% | -11
O=C(CCc1ccccc1)NCc1nc2cccnc2n1Cc1ccc(F)cc1 | -9% | 1 | 5.1% | 3% | -4%[57.1 µM] | -1% | -4% | 0% | -6
COc1ccc(OC)c(CNCc2ccc3c(c2)OCO3)c1 | -15% | 8 | 4.1% | -6% | -9% | 4% | -2% | -2% | -17
CC(C)(C)OC(=O)N1CSC[C@H]1C(=O)NC[C@H](CC(=O)O)c1ccc(Cl)cc1 | -19% | 0 | -1.9% | 0% | 0% | -14% | 0% | -2% | 2
COc1ccc(C(=O)Cn2nnc(-c3ccccc3-n3cnnn3)n2)cc1 | 6% | -5 | 2.0% | 0% | 4%[57.1 µM] | 10% | -5% | -3% | -9
CCC(NC(=O)Nc1nccs1)(C(F)(F)F)C(F)(F)F | -18% | -6 | -0.1% | -4% | -6% | -8% | 2% | 2% | -5
C=CCC1(CC=C)CCCN1C(=O)c1cc(COc2cccc(C(F)(F)F)c2)on1 | ? | -2 | 1.2% | 1% | -3% | 2% | 11% | -5% | 3
COc1ccc(S(N)(=O)=O)cc1C(=O)OCCCC(=O)c1ccccc1 | -3% | 0 | -0.4% | 3% | 7% | 0% | -12% | 5% | -4
CCN1CCc2c(sc(-n3cccc3)c2C(C)NC(=O)Nc2ccc(C(=O)OC)cc2)C1 (configuration not stated) | -23% | -2 | 7.6% | ? | -10% | 22µM* | 9% | 21% | -25&5
